# CCR6 antag: blocks CCL20-driven beta-arrestin recruitment at human CCR6. P51684. CHO-K1 CCR6 PathHunter beta-arrestin, luminescence, CCL20-stimulated. 340,000 tested, 0.49% active. inhibition, % at 20 µM. AID 493098;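 active = compounds whose inhibition of the agonist-driven luminescence signal at 20 µM reaches about 50%, limit read from the data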;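 also: cells stimulated with CCL20 at 14 nM final; plate controls were DMSO with CCL20 for no effect and DMSO without agonist for full effect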
# UPR XBP1 act: activators of adaptive arm of unfolded protein response (XBP1); CHO-XBP1 luciferase reporter, IRE1-XBP1 UPR activation, luminescence; percent of tunicamycin response, DMSO as zero; 330,000 tested, 0.33% active; AID 463104; activation, % at 20 µM;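 active = versus positive control, 20 µM dose yields 30% or more activation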;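 also: 100% = tunicamycin at 10 µg/mL and 0% = DMSO only wells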
#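 Signal: luciferase luminescence; Assay system: CHO-XBP1 luciferase reporter cells; Amount: one thousand reporter cells per well; Dosing: 20 µM single concentration, DMSO 1%; Benchmarks: high control tunicamycin 10 µg/mL final, low control DMSO vehicle only; Schedule: 6 h compound exposure at 37 °C, 5% CO2; Evaluation: percent activation relative to tunicamycin reference.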
# EBI2 block: EBI2 (human) antagonism | 360,000 tested, 0.81% active | EBI2 beta-arrestin recruitment, luminescence, 7a,25-OHC stimulated | P32249 | AID 651636 | inhibition, % at 5 µM; in the data active = inhibition above about 38%;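 also: enzyme fragment complementation signal reports receptor beta-arrestin coupling in cells; 0% = agonist plus DMSO wells and 100% = wells without agonist; some results beyond the cut were filed as inactive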
# Target sequence (P32249 whole entry, looked up, the tested form may be a part): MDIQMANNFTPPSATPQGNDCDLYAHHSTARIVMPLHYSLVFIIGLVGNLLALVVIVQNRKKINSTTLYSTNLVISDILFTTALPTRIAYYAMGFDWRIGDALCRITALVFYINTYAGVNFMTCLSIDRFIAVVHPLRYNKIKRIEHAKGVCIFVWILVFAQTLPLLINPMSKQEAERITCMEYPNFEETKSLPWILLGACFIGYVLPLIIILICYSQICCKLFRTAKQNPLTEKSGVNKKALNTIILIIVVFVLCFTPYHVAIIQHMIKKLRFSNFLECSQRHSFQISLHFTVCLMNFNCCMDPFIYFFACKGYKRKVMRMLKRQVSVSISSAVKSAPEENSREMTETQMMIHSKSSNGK
# CXCR6 block: inhibitors of human CXCR6 receptor; O00574; inhibition, % at 20 µM; 360,000 tested, 0.36% active; CHO-K1 PathHunter CXCR6 beta-arrestin, luminescence; in the data active = inhibition above about 34%, passing the limit was not always enough;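 also: antagonist mode with CXCL16 agonist at 10 nM final; 0% = 10 nM CXCL16 with DMSO and 100% = unstimulated wells without agonist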
# Target sequence (O00574 whole entry, looked up): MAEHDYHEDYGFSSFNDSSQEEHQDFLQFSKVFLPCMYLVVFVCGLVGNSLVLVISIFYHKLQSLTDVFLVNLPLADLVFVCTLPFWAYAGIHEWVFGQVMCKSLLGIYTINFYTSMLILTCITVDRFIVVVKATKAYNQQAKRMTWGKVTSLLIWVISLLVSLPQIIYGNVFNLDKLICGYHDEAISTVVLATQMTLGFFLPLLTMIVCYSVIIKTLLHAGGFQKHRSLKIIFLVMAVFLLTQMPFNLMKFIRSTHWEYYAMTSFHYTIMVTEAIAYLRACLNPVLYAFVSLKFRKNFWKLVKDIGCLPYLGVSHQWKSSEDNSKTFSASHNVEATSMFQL
# CHOP UPR activ: activators of apoptotic arm of unfolded protein response (CHOP); activation, % at 10 µM; CHO-CHOP luciferase reporter, UPR activation, luminescence; percent of tunicamycin response over DMSO baseline; 330,000 tested, 0.34% active;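 active = at 10 µM dose, activation of 40% or more, normalized to positive control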;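 also: 100% = tunicamycin at 10 µg/mL and 0% = DMSO alone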
#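 System: CHO CHOP reporter cells. Amount: 500 cells per well. Buffer or medium: F12 medium, 10% FBS. Compound dosing: one dose, 10 µM in 0.5% DMSO. Incubation: 6 h compound exposure at 37 °C after overnight seeding. Technique: Steady-Glo luciferase luminescence. Benchmarks: tunicamycin and DMSO controls.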
# tim23-1 inh: tim23-1 yeast growth inhibition. S. cerevisiae tim23-1 growth, BacTiter-Glo luminescence, 24 h. inhibition, % at 20 µM. 330,000 tested, 1.3% active. AID 463212;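 active = growth inhibition of the mutant yeast at or above 50%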;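 also: temperature-sensitive mutant grown at 25 °C; plate controls were DMSO-treated mutant yeast for no effect and medium wells lacking yeast for full effect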
# APJ agonist: agonists of human APJ apelin receptor | CHO-K1 APJ PathHunter beta-arrestin, luminescence; 0% DMSO wells, 100% apelin | activation, % at 20 µM | 330,000 tested, 0.11% active | AID 2520;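 active = activation more than six SD over the plate average, tested at 20 µM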;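 also: 0% = DMSO alone and 100% = apelin-13 at 10 nM; some results filed as inactive read as strong as hits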
# Target sequence (P35414 whole entry, looked up): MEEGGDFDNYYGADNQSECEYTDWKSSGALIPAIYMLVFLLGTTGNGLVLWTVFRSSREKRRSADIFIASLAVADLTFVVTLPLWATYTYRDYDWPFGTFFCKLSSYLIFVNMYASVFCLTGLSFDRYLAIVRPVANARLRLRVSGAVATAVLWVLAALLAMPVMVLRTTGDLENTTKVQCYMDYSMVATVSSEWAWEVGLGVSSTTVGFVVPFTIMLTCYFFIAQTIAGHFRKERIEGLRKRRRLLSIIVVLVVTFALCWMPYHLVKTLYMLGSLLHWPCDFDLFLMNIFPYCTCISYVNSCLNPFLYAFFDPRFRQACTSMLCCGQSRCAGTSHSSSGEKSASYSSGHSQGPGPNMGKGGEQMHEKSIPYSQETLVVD
#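 Test system: CHO-K1 APJ beta-arrestin complementation cell line. Amount: cell density 1000 per well. Controls: DMSO negative, 10 nM Apelin-13 positive. Signal: luminescent beta-gal fragment complementation, chemiluminescent substrate. Read-out basis: agonist-driven arrestin binding to APJ. Timing: compound stimulation 90 min at 25 °C, detection 60 min.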
# APJ antag: blocks the human apelin receptor APJ; CHO-K1 APJ beta-arrestin complementation, luminescence; 330,000 tested, 0.32% active; P35414; inhibition, % at 20 µM;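 active = inhibition above about 40% at 20 µM, limit read from the data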;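 also: cells challenged with 10 nM apelin-13 agonist together with compound; plate controls were apelin-13 plus DMSO wells for no effect and DMSO wells lacking apelin-13 for full effect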
# Mdm2-MdmX inh: disrupts the human Mdm2-MdmX interaction; SaOS-2 split-luciferase Mdm2/MdmX complementation, luminescence; inhibition, % at 8 µM; 330,000 tested, 3% active;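 active = inhibition of at least 50% at 8 µM in the primary screen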
# Numbers without * were called inactive; / = not tested or not shown.
SMILES,CCR6 antag,UPR XBP1 act,EBI2 block,CXCR6 block,CHOP UPR activ,tim23-1 inh,APJ agonist,APJ antag,Mdm2-MdmX inh
CCc1c(C)nc(SCC(=O)c2ccc(C)c(C)c2)[nH]c1=O,-11,-3,-7,0,0.2,6,3,17,25
CC(=O)c1ccc(Cc2cnc(N)s2)cc1,-6,-1,0,3,-3.2,12,-4,16,11
O=C(NCc1cccc(CNC(=O)c2ccco2)c1)c1ccco1,-5,-2,-7,-6,0.4,-2,-1,14,-4
COc1ccc(S(=O)(=O)N2CCC(NC(=O)N3CCOCC3)CC2)cc1,-11,0,-8,-2,1.0,11,-2,-2,-16
CCc1cc(C(=O)N/N=C/c2ccc(O)cc2)c2ccccc2n1,14,-1,-3,0,1.2,13,-3,11,15
CC(C(=O)Nc1ccc(N2CCOCC2)cc1)N1C(=O)c2ccccc2C1=O (stereo unspecified),16,1,0,-19,0.9,0,0,-4,28
O=C1CCCN1CCCNc1ccc(S(=O)(=O)N2CCCCC2)cn1,1,1,3,1,-1.5,-1,-1,-2,-5
CN(Cc1ccc(F)cc1Cl)S(=O)(=O)c1cccs1,11,5,10,0,1.8,20,2,8,0
Cc1ccc(OCc2cc(C(=O)NC(C)Cc3cccnc3)no2)cc1C (stereo unspecified),15,-8,11,-3,6.2,11,4,2,-48
COc1ccc(CC(=O)Nc2cc(Cl)ccc2N2CCCC2)cc1,25,3,42,-10,1.4,13,-3,21,14
COc1ccc(-c2cn(-c3ccccc3)nc2C(=O)O)cc1OC,2,-2,-3,-3,2.4,-4,1,11,8
COc1ccc(/C=C(/NC(=O)c2cccc([N+](=O)[O-])c2)C(=O)O)cc1,-8,-2,1,-4,0.1,6,-3,14,10
N#Cc1sc2nc(-c3ccccc3)cc(-c3ccco3)c2c1N,23,8,5,11,1.6,22,-1,0,27
CCOc1ccc(C2C3=C(CCCC3=O)Nc3nc(C(F)(F)F)nn32)cc1OC (stereo unspecified),6,1,-7,4,-1.8,23,-1,1,-6
CCCN1CCN(C(=O)C2CCN(S(=O)(=O)c3ccc4c(c3)NC(=O)C(C)S4)CC2)CC1 (stereo unspecified),-2,-4,-15,-11,-0.6,9,-5,-19,29
Cc1n(C)c2cc(Cl)ccc2[n+]1Cc1ccccc1,-3,-3,-3,-7,-0.2,0,-2,13,12
COc1ccc(C2CC(C(F)(F)F)n3ncc(C(=O)NCc4cccnc4)c3N2)cc1OC (stereo unspecified),2,3,13,4,-0.1,19,-6,-1,-2
CC(O)c1nc2ccccc2n1CC(=O)Nc1ccc2c(c1)OCCO2 (stereo unspecified),8,0,0,7,-1.5,2,1,15,8
CN(CC(=O)N1CCN(c2ccccn2)CC1)S(=O)(=O)c1cccc2nsnc12,3,-2,-3,8,10,6,0,-10,1
CCOC(=O)N1CCC(Nc2c(N3CCN(c4cc(Cl)ccc4C)CC3)c(=O)c2=O)CC1,-1,2,6,-4,4.1,1,0,-69,-4
COc1ccc(C(=O)Nc2c(O)ccc3ccccc23)cc1,-1,0,-9,-6,-0.2,7,3,4,27
O=C(O)CCCn1c(=O)[nH]c2ccccc2c1=O,5,0,2,-9,0.2,7,-4,-3,-9
COc1ccc(CCn2c(O)cc3nn(-c4nc5ccccc5s4)c(=O)c-3c2C)cc1,38,4,-10,-2,6.6,10,2,14,4
FC(F)(F)c1ccc(CN2C[C@@H]3C(c4ccc(Cl)nc4)C4(c5cccnc5)CC3(C4)[C@H]2c2ccccc2)cc1 (stereo partly specified),5,-1,/,/,4.1,28,3,-31,47
COc1cc(/C=N/NC(=O)c2ccncc2)ccc1OCC(=O)Nc1cccc([N+](=O)[O-])c1,5,1,-4,4,1.0,-24,-1,-6,-6
# (more compounds)
SMILES,CCR6 antag,UPR XBP1 act,EBI2 block,CXCR6 block,CHOP UPR activ,tim23-1 inh,APJ agonist,APJ antag,Mdm2-MdmX inh
CC(=O)Nc1cccc(NC(=O)Nc2cccc3ccccc23)c1,-5,-1,-4,2,-1.0,-9,-3,-9,0
COc1ccc(/C=C/C(=O)Nc2nc(N)n(-c3ccccc3)n2)cc1,5,0,-8,-16,0.9,7,-3,14,-7
COc1ccc(C(=O)CN2C(=O)NC3(CCCc4ccccc43)C2=O)cc1OC (stereo unspecified),13,3,4,-6,-0.9,-6,0,10,7
CCOC(=O)N1CCN(C(=O)COc2cc(C)c(Cl)c(C)c2)CC1,9,-2,83*,0,0.5,12,-4,8,12
N#Cc1ccc(C(=O)OCC(=O)Nc2ccc(S(N)(=O)=O)cc2)cc1,9,-2,-14,-2,-1.9,-2,1,12,21
C=CCc1cc(Cl)ccc1OCCCNC(C)C,6,2,-17,-16,2.3,17,-2,6,14
Nc1ncnc(Nc2cc(C(F)(F)F)cc(C(F)(F)F)c2)n1,-7,5,-14,-8,-1.6,31,6,-8,7
COC(=O)CCCC(=O)N1CCC(n2nccc2NC(=O)CCOc2ccccc2)CC1,-13,-5,0,-16,1.3,-2,2,-1,-5
COc1ccc(S(=O)(=O)N2CCC(CN3C(=O)c4cccc5cccc(c45)C3=O)CC2)cc1,-7,-1,14,7,0.7,21,-3,-6,-10
CCOc1ccc(N2C(=O)CC(NCC#N)C2=O)cc1 (stereo unspecified),2,-5,0,5,3.3,-7,-3,7,-10
CC(C)c1ccc(OCC(=O)N2CCc3ccccc3C2)cc1,11,-4,13,-11,1.4,37,-2,8,15
CCOC(=O)N1CCc2c(sc(NC(C)=O)c2C(N)=O)C1,4,-2,-1,-8,-1.8,-4,-5,-92,13
[O-][n+]1ccccc1SC/C=C/c1ccccc1,18,3,7,1,2.7,4,-5,13,-7
Cc1c(C)c2cc(Cl)c(O)c(CN3CCCCC3)c2oc1=O,-1,0,/,/,0.4,-12,-5,-7,14
CC(=O)Nc1ccc(NC(=O)C(C)OC(=O)c2ccccc2NS(=O)(=O)c2cccs2)cc1 (stereo unspecified),-2,-1,-2,-9,0.2,8,-1,11,15
CCCCCCCN1C/C=C\C(c2ccc(OC)cc2)N(Cc2ccc(F)cc2)C(=O)[C@H]1Cc1ccccc1 (stereo partly specified),4,-2,13,8,-1.1,11,-5,1,13
COc1cc(/C=C/C(=O)O)cc(S(=O)(=O)N2CCN(S(=O)(=O)c3ccc(Cl)cc3)CC2)c1OC,3,5,5,-6,-0.6,18,-1,-5,10
CNC(=O)C1CCN(S(=O)(=O)c2c(C)noc2/C=C/N(C)C)CC1,-4,-4,0,-1,-0.1,3,3,12,4
COc1cc(C2C=C(Nc3ccccc3)C(=O)N2c2ccccc2)ccc1O (stereo unspecified),18,-2,1,0,-3.0,21,-3,10,27
O=C(N/N=C/c1cccs1)c1ccc2c(c1)OCO2,1,-3,-10,-4,-0.5,44,-1,-11,-72
Cc1nc(NCCc2ccccc2)c2oc3ccccc3c2n1,-11,1,4,-5,4.8,61*,-3,8,11
O=C(CCCC(=O)Nc1cccnc1)Nc1cccnc1,-2,0,-3,0,-1.0,-11,-3,11,14
CCCN1CNC(=S)N(c2ccccc2OC)C1,-3,0,-17,0,4.5,18,4,2,-24
N#CC(c1ccccc1)c1cccc(Cl)n1 (stereo unspecified),5,-1,0,7,-0.6,12,-3,-2,-30
Cc1cnc(C(=O)Nc2nnc(C(C)C)s2)cn1,2,2,2,2,1.7,6,-1,-2,17

# Single records (already shown):
# Shown for `COC(=O)CCCC(=O)N1CCC(n2nccc2NC(=O)CCOc2ccccc2)CC1` = CCR6 antag = -13; UPR XBP1 act = -5; EBI2 block = 0; CXCR6 block = -16; CHOP UPR activ = 1.3; tim23-1 inh = -2; APJ agonist = 2; APJ antag = -1; Mdm2-MdmX inh = -5
# Shown for `CC(=O)Nc1cccc(NC(=O)Nc2cccc3ccccc23)c1` = CCR6 antag = -5; UPR XBP1 act = -1; EBI2 block = -4; CXCR6 block = 2; CHOP UPR activ = -1.0; tim23-1 inh = -9; APJ agonist = -3; APJ antag = -9; Mdm2-MdmX inh = 0

# Additional records follow.
SMILES,CCR6 antag,UPR XBP1 act,EBI2 block,CXCR6 block,CHOP UPR activ,tim23-1 inh,APJ agonist,APJ antag,Mdm2-MdmX inh
CCn1c(SCC(=O)Nc2c(C)n(C)n(-c3ccccc3)c2=O)nc2c1c(=O)n(C)c(=O)n2C,12,-3,-5,2,-1.3,13,0,3,8
COc1cc(C(c2c(O)nc(SC)[nH]c2=O)c2c(O)nc(SC)[nH]c2=O)cc(OC)c1OC,2,-3,2,-1,0.0,-5,0,-15,7
COc1ccc(COC(=O)C2=C(C)NC(=O)NC2c2cc(Br)c(O)c(OC)c2)cc1 (stereo unspecified),5,-3,-11,9,1.2,1,1,2,-9
CC(=O)CCc1c(C)c2cccc(C)c2[nH]c1=O,-14,-1,-4,-5,-0.5,8,2,9,-16
CN(CCC1CCCCO1)C(=O)CCc1nnc(CCc2ccccc2)o1 (stereo unspecified),16,0,7,0,3.5,-4,-7,-9,-13
CC1(C(=O)N/N=C/c2ccccc2)CC1(Cl)Cl (stereo unspecified),7,-2,-2,5,2.3,12,0,3,10
O=C(O)Cc1ccc(N=Cc2c(O)ccc3ccccc23)cc1,11,-3,-5,-7,-1.4,34,-2,-19,14
O=C(c1ccccc1)C(Nc1ccccn1)c1ccccc1 (stereo unspecified),25,-1,-3,2,-0.2,21,-6,-4,19
CCC(=O)NCCc1nc2ccccc2[nH]1,5,-3,0,0,-1.9,16,2,11,5
N#Cc1ccccc1S(=O)(=O)N1CCN(CC(O)COc2ccccc2F)CC1 (stereo unspecified),11,-2,-4,-1,3.0,15,-2,7,-31
C/C(=N/NC(=O)C(=O)N/N=C(/C)c1ccccc1)c1ccccc1,/,7,/,/,1.1,-1,1,3,38
COC(=O)c1ccc(CSc2nc(N3CCOCC3)c3c(c2C#N)CC(C)(C)OC3)o1,23,2,13,10,-0.8,7,-2,0,-19
O=C(Cc1cccs1)Nc1ccccc1-c1nc2ccccc2[nH]1,0,2,/,/,-1.4,-10,-2,2,43
C=CCn1c(SCc2ccccc2C#N)nnc1-c1cc(Br)ccc1O,6,-3,9,5,0.1,44,-5,-13,13
Cn1c(SCc2nc(-c3ccc(Br)cc3)no2)nnc1-c1ccco1,12,-1,5,0,0.2,35,1,-3,14
O=C1CC(NCCc2ccccc2)C(=O)N1CCc1ccccc1 (stereo unspecified),-8,-1,10,11,1.1,11,1,-10,3
C#CCOCCOCCOCCNc1nc(N2CCN(C(=O)CCCCCCCCCCNC(=O)[C@H]([C@@H](C)CC)n3cc(CCCCN=C(N)N)nn3)CC2)nc(N2CCN(C(=O)CCCCCCCCCCNC(=O)[C@@H]([C@H](C)O)n3cc(C)nn3)CC2)n1,-3,-2,4,6,1.2,19,-4,17,11
COc1ccc(N2C(=S)NC(C)(C)CC2(C)c2ccc(OC(C)=O)cc2OC(C)=O)cc1 (stereo unspecified),4,-1,-3,7,-1.7,12,-2,20,13

# Screens from PubChem.

# An excerpt; count on the stated rates, not on these rows.
